RNase H inhibition: RNase H inhibition, HIV 1 Gag Pol polyprotein, FRET biochemical assay, screening (AID 372) | HIV-1 RT RNase H, FRET RNA/DNA substrate fluorescence; higher % means a stronger effect | inhibition, % at 10 µM, or IC50 in µM where a hit was titrated | actives 0.77% (n = 100,000); in the data active = inhibition above about 50%
* marks the source's active call; other numbers are inactive results. Only part of the results is shown. The share of hits here may be higher or lower than overall.

SMILES	RNase H inhibition
N#C/C(=C\c1cn(CC(=O)Nc2ccccc2)c2ccccc12)C(=O)Nc1ccc(F)cc1	8%
COc1ccc(C(=O)N2CCCCC2)cc1[N+](=O)[O-]	10%
C=CCc1cccc2cc(C(=O)Nc3ccccc3OC)c(=O)oc12	14%
CN1C(=O)/C(=C\c2nc3ccccc3c(=O)n2-c2ccccc2)c2cc(Br)ccc21	9%
O=C(/C=C/c1cccc([N+](=O)[O-])c1)NCCSc1ccccc1	16%
Cc1ccc([N+](=O)[O-])cc1N/C=C/C(=O)c1ccccc1	14%
COc1cc(/C=N/n2cnnc2)ccc1OCc1cccc(C(=O)O)c1	4%
CCOC(=O)c1c(N)sc(C(=O)N2CCCCCC2)c1C	0%
Cc1ccc(C(C)(C)C)c(OCC(=O)Nc2ccccc2C(F)(F)F)c1	43%
COc1cc(/C=C2/C(=O)NN(c3ccccc3)C2=O)ccc1O	20%

(cont.)
SMILES	RNase H inhibition
CN(C1CCS(=O)(=O)C1)S(=O)C12CC3CC(CC(C3)C1)C2 (stereo not given)	2%
CC(/C=C/c1ccccc1)=N/Nc1ccccc1[N+](=O)[O-]	0%
CCCN1CCC(N(C)CCc2ccc(OC)c(OC)c2)CC1	5%
Cc1cc(C)n(C(=O)COc2ccc(Br)cc2)n1	6%
Clc1ccc(Cl)c(OCCCCN2CCOCC2)c1	25%
CCNc1ccc2noc3c2c1C(=O)c1ccccc1-3	0%
CCOc1ccc(C(=O)c2ccc(Br)c([N+](=O)[O-])c2)cc1	17%
COc1ccc(/C=C/C(=O)NC(=Nc2nc3ccccc3o2)NC(=O)/C=C/c2ccc(OC)cc2)cc1	11%
Cc1ccc(CNC(=O)C(=O)NCc2cccnc2)cc1	7%
COc1cccc(C=Nc2ccc3c(c2)nc(C)n3C)c1OC	1%

Continued.
SMILES	RNase H inhibition
O=C(CSc1nc2sc3c(c2c(=O)n1-c1ccccc1)CCCC3)Nc1ccccc1	5%
O=C1/C(=C/c2c3ccccc3cc3ccccc23)SC(=S)N1c1ccccc1	3%
Cc1cccc(NC(=O)/C(C#N)=C\c2cc(C)n(-c3cccc(C)c3C)c2C)c1	37%
N#Cc1c(/N=C/c2ccc3c(c2)OCO3)sc2c1CCCC2	0%
COc1cc(CN2CCN(Cc3cccc(OC)c3OC)CC2)c([N+](=O)[O-])cc1OC	3%
CN1C(=O)/C(=N/OC(=O)c2ccccc2F)c2ccccc21	0%
O=C(/C=C/c1ccc(Cl)cc1)Nc1cccc2ccccc12	17%
Cc1cccc(N2C(=O)NC(=O)/C(=C\c3ccc(O)c(Cl)c3)C2=O)c1	2%
COc1ccc(-c2cc(C(=O)Oc3ccc([N+](=O)[O-])cc3)c3ccccc3n2)cc1	13%
O=S(=O)(NC(=S)c1ccccc1)c1ccc(I)cc1	17%

(next part)
SMILES	RNase H inhibition
COc1ccc2oc(=O)c(C(=O)Nc3cccc(Cl)c3)cc2c1	5%
N#C/C(=C\Nc1cc(C(F)(F)F)ccc1Cl)c1nc(-c2cc3cc(Br)ccc3oc2=O)cs1	11%
CC1=C(C(=O)OCC(C)C)C(c2ccsc2)C2=C(CCCC2=O)N1 (stereo not given)	13%
COc1ccc(C(=O)/C=C\Nc2cc([N+](=O)[O-])ccc2C)c(OC)c1	11%
O=C1c2ccc([N+](=O)[O-])cc2C(=O)N1Cc1ccc(Cl)cc1Cl	14%
COc1cc(NC(=S)NC(=O)c2ccc(Cl)cc2)ccc1NC(=O)c1cc2ccccc2o1	54%*
CCc1ccccc1NC1=C(Cl)C(=O)N(c2ccc(OC)cc2)C1=O	7%
Cc1cc(=O)oc2ccc(OCc3ccccc3)cc12	14%
CCCCN1C(=O)/C(=C\c2ccco2)SC1=S	16%
CCCC1=C(C(=O)OCC)C(c2cc(OC)c(OC)c(OC)c2)NC(=O)N1 (stereo not given)	10%

Taken from above.
Entry for CCc1ccccc1NC1=C(Cl)C(=O)N(c2ccc(OC)cc2)C1=O in RNase H inhibition: 7%
Entry for COc1cc(NC(=S)NC(=O)c2ccc(Cl)cc2)ccc1NC(=O)c1cc2ccccc2o1 in RNase H inhibition: 54%*
Entry for CC1=C(C(=O)OCC(C)C)C(c2ccsc2)C2=C(CCCC2=O)N1 (stereo not given) in RNase H inhibition: 13%

The list continues:
SMILES	RNase H inhibition
O=S(=O)(N/N=C/C=C/c1ccccc1)c1ccccc1	8%
O=C(Nc1nc(-c2ccc(-c3ccccc3)cc2)cs1)C1CC1	22%
Cc1ccc(S(=O)(=O)Nc2ccccc2N=Cc2ccccc2)cc1	29%
COC(=O)c1sc2nc(C)cc(C)c2c1N	9%
CCCCNC(=O)Cn1nc(C(F)(F)F)cc1C	1%
CCOc1ccccc1OCCCCOc1ccc(C(=O)c2ccccc2)cc1	28%
O=C1c2ccccc2NC(c2ccc(Cl)c(Cl)c2)N1Cc1ccccc1 (stereo not given)	12%
Cc1cc2c(cc1C)NC(CC(=O)Nc1cccc(C(=O)O)c1)C(=O)N2 (stereo not given)	9%
NC(=S)N/N=C/c1cc2c(cc1[N+](=O)[O-])OCO2	8%
N#C/C(=C/c1ccc(F)cc1)c1nc(-c2ccc([N+](=O)[O-])cc2)cs1	18%

The list goes on:
SMILES	RNase H inhibition
CCOc1cc(/C=C2/SC(=S)N(c3ccccc3)C2=O)ccc1OCc1ccc([N+](=O)[O-])cc1	9%
O=c1oc2cc(OCc3ccc([N+](=O)[O-])cc3)ccc2c2c1CCC2	1%
CCOC(=O)c1c(NC(=O)C2CCCCC2)sc2c1CCC2	9%
CCCCOc1cccc(C(=O)Nc2ccc3c(c2)OCCO3)c1	18%
C=CCOn1c(=O)c(C)[n+]([O-])c2ccccc21	3%
O=C(N/N=C\c1cc(Cl)ccc1O)c1ccc(Br)cc1	11%
O=C(Nc1ccc2[nH]c(=O)[nH]c2c1)c1cc2ccccc2cc1O	10%
Cc1ccc(C23CC4CC(CC(C(=O)N5CCCC5)(C4)C2)C3)cc1	24%
Clc1ccc(/C=C/C=Nc2ccc3oc(-c4ccc(Cl)cc4Cl)nc3c2)cc1	10%
COC(=O)C1=C(C(=O)OC)SC2(S1)C(c1ccccc1)=CSC(C(=O)OC)=C2C(=O)OC	54%*

Structures shown so far that contain two or more sulfur atoms, in the order listed:
SMILES	RNase H inhibition
CN(C1CCS(=O)(=O)C1)S(=O)C12CC3CC(CC(C3)C1)C2 (stereo not given)	2%
O=C(CSc1nc2sc3c(c2c(=O)n1-c1ccccc1)CCCC3)Nc1ccccc1	5%
O=C1/C(=C/c2c3ccccc3cc3ccccc23)SC(=S)N1c1ccccc1	3%
O=S(=O)(NC(=S)c1ccccc1)c1ccc(I)cc1	17%
CCCCN1C(=O)/C(=C\c2ccco2)SC1=S	16%
CCOc1cc(/C=C2/SC(=S)N(c3ccccc3)C2=O)ccc1OCc1ccc([N+](=O)[O-])cc1	9%
COC(=O)C1=C(C(=O)OC)SC2(S1)C(c1ccccc1)=CSC(C(=O)OC)=C2C(=O)OC	54%*

More records follow:
SMILES	RNase H inhibition
COC(=O)C1C(=O)CC(C)(O)C(C(=O)OC)C1c1cccc(OC)c1 (stereo not given)	0%
O=C(Nc1ccc(F)cc1)c1ccc2c(c1)OCCO2	15%
CC1(C)CC(n2c(=O)c3c(n4cnnc24)-c2ccccc2CC32CCCCC2)CCO1 (stereo not given)	13%
COc1ccc(COC(=O)C2=C(C)NC3=C(C(=O)CCC3)C2c2cc(Cl)c(O)c(OC)c2)cc1 (stereo not given)	1%
COc1ccc(NC(=S)NC(=O)c2ccccc2C)cc1OC	16%
CC1=CC(C)(C)N(C(=O)c2ccccc2)c2ccccc21	10%
Cc1ccc(OCC(=O)Oc2ccc(Cl)cc2C)cc1C	6%
CCOC(=O)CNC(=O)c1c(F)c(F)c(F)c(F)c1F	0%
O=C1/C(=C\c2cccnc2)SC(=S)N1c1cccc(C(F)(F)F)c1	7%
CCCOc1ccc(C(=O)Nc2scc(-c3ccc(F)cc3)c2C(=O)OC)cc1	4%

Remaining list, next part:
SMILES	RNase H inhibition
CN(C(=O)c1ccccc1Br)c1ccccc1	0%
O=C(NC(=S)Nc1ccc2oc(-c3cccnc3)nc2c1)c1ccc(Cl)cc1	3%
CCOc1cc(C2C(C(=O)OC(C)CC)=C(C)NC3=C2C(=O)CC(C)(C)C3)ccc1OC(C)=O (stereo not given)	8%
Cc1cccc(Cn2cc(/C=C(\C#N)C(=O)Nc3ccccc3)c3ccccc32)c1	0%
COc1ccc(-c2cc(C(=O)Nc3ccccc3Cl)c3ccccc3n2)cc1	11%
O=C1C2ON(c3ccccc3)C(c3ccc(OC(F)F)cc3)C2C(=O)N1c1ccccc1C(F)(F)F (stereo not given)	2%
CC(=O)NS(=O)(=O)c1ccc(NC(=O)c2c(C)c(-c3ccccc3)nc3ccccc23)cc1	8%
C/C=N/N=C1/NC(=O)C(CC(=O)Nc2ccc(Cl)c(Cl)c2)S1 (stereo not given)	11%
Cc1cccc(NC(=O)COc2ccc(Br)cc2)c1	12%
O=C(O)CC(C(=O)O)N1C(=O)/C(=C\C(Cl)=C/c2ccc([N+](=O)[O-])cc2)SC1=S (stereo not given)	14%

New compounds follow.
SMILES	RNase H inhibition
O=C(N/N=C\c1cc([N+](=O)[O-])ccc1N1CCOCC1)c1ccccn1	7%
COc1ccc(N2C(=O)C3C4c5ccccc5C(C)(c5ccccc54)C3C2=O)cc1 (stereo not given)	7%
CCC1=NN2C(=N)/C(=C/c3ccc(OCc4ccc(Br)cc4)c(OC)c3)C(=O)N=C2S1	9%
O=C(O)C1CC(=O)N(Cc2ccccc2)C(=Nc2ccc(F)cc2)S1 (stereo not given)	7%
COC(=O)CN1C(=O)/C(=C\c2ccc(Br)cc2)SC1=S	6%
OCc1cn(-c2ccccc2)nc1-c1ccccc1	0%
CC1(C)CC(=O)C(C=NC2CCCCCC2)=C(O)C1	3%
CCn1c2ccccc2c2cc(NC(=O)c3cccc(C)c3)ccc21	20%
CC(=O)Nc1cccc(-c2nnc(-c3cccc(NC(C)=O)c3)o2)c1	0%
CCCC(=O)Nc1ccc(NC(=O)c2ccccc2)c(Br)c1	6%

Continued.
SMILES	RNase H inhibition
COC(=O)C1=C(C(=O)OC)SC(=C2C(=S)C(C)(C)N(C(=O)C3CC3)c3cc(C)c(C)cc32)S1	12%
O=C(NCCCn1ccnc1)c1nn2c(C(F)(F)F)cc(-c3ccccc3)nc2c1Br	8%
Cc1ccc(-n2[nH]c(C)c(C=Nc3cc([N+](=O)[O-])ccc3Cl)c2=O)cc1C	19%
COC(=O)C1=C(C)N(C)C(C)=C(C(=O)OC)C1c1ccccc1Cl	9%
Cc1ccc(N(CC(=O)Nc2ccc(Oc3ccccc3)cc2)S(C)(=O)=O)cc1Cl	12%
Cc1ccc(C(C)C)c(OCC(=O)Nc2ccc(NC(=O)c3ccccc3Cl)cc2)c1	10%
CN(CCc1ccccn1)Cc1coc2ccc(Cl)cc2c1=O	16%
COC(=O)c1ccc(-c2ccc(/C=c3/sc4nc5ccccc5n4c3=O)o2)cc1	6%
O=C1C(Nc2ccccc2)=CC(c2ccc(F)cc2)N1c1ccccc1 (stereo not given)	12%
NS(=O)(=O)c1ccc(Nc2nc3nonc3nc2Nc2ccc(S(N)(=O)=O)cc2)cc1	17%

New compounds follow:
SMILES	RNase H inhibition
Clc1cccc(-c2ccc(/C=N/Nc3nc(Nc4ccccc4)nc(N4CCCCC4)n3)o2)c1	17%
c1ccc(OCCOc2cccc3cccnc23)cc1	20%
O=C(O)C1CSC(c2ccc(O)c([N+](=O)[O-])c2)N1 (stereo not given)	7%
Cc1ccc(C(=O)CC(=O)c2ccc(C(C)(C)C)cc2)c(O)c1	0%
C=CCc1ccc(OCCOCCOc2ccc(Cl)cc2Br)c(OC)c1	31%
CCc1ccc(/C=C2/SC(=S)N(CCCC(=O)Nc3ccc(C)cc3C)C2=O)cc1	8%
COc1ccc(N=Cc2sc3ccccc3c2Cl)cc1	31%
COc1ccc(C(=O)Nc2nc(-c3ccc(Cl)cc3Cl)cs2)cc1	8%
Cc1ccc(N(CC(=O)NCCc2ccccc2)S(=O)(=O)c2ccc(F)cc2)cc1	2%
Cc1c(Cl)cccc1NC(=O)CSc1nc(CSc2ccc(Cl)cc2)cc(=O)[nH]1	16%

Retrieved one by one from the entries so far (3):
SMILES	RNase H inhibition
c1ccc(OCCOc2cccc3cccnc23)cc1	20%
COc1ccc(C(=O)Nc2nc(-c3ccc(Cl)cc3Cl)cs2)cc1	8%
Cc1c(Cl)cccc1NC(=O)CSc1nc(CSc2ccc(Cl)cc2)cc(=O)[nH]1	16%

Later entries.
SMILES	RNase H inhibition
COc1cc(NC(=O)c2ccccc2)c(Cl)cc1NC(=O)c1ccc(Cl)c(Cl)c1	0%
COc1ccc(C(=O)NC(=S)Nc2ccc(-c3nc4ccccc4o3)c(O)c2)cc1Cl	28%
CC(C)=NNc1nc(-c2cccc3ccccc23)cs1	26%
O=C(NCCCn1ccnc1)C(O)(c1ccccc1)c1ccccc1	6%
COc1ccc(C(=O)C[n+]2ccc3c(c2)nnn3C)cc1	1%
COc1ccc(C(=O)Nc2cccc(NC(=O)c3ccc(F)cc3)c2)cc1Br	2%
O=C(O)c1ccc(NC(=O)C2CCCCC2C(=O)O)cc1 (stereo not given)	0%
CCOc1cc(/C=c2\sc3nc4c(C)cc(C)cc4n3c2=O)ccc1OCc1ccccc1F	15%
CCOc1ccc(/C=C2\C(=O)NC(=O)N(c3cccc(Cl)c3)C2=O)cc1Cl	11%
COc1ccc(C(=O)NC(=S)Nc2ccc3oc(-c4ccncc4)nc3c2)cc1	17%

Additional results.
SMILES	RNase H inhibition
CCN1C(=O)/C(=C\C=C2/N(CC)c3ccc(S(=O)(=O)C(F)(F)F)cc3N2CC)OC1=S	0%
Cc1ccc(N/C=C2/CNC(=O)NC2=O)cc1	15%
Cc1nc(N)sc1-c1csc(Nc2ccc(S(N)(=O)=O)cc2)n1	12%
Cc1ccc(S(=O)(=O)N(Cc2ccccc2)c2ccccc2C(=O)NCc2cccnc2)cc1	8%
CC1=C(C(=O)Nc2ccc(C)c(Cl)c2)C(c2cccs2)NC(=S)N1 (stereo not given)	12%
